# ASK1 primary: ASK1 kinase inhibitors, primary screen, biochemical, AlphaScreen; 0.99% of 22,000 active; Mitogen-activated protein kinase kinase kinase 5 (Homo sapiens), Q99683; AlphaScreen MKK6 phosphorylation by ASK1, luminescence; inhibition, % at 7.44 µM; in the data active = inhibition above about 35%;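 also: 0% = median of compound wells and 100% = no enzyme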
# ULK1 inh: ULK1 kinase inhibitors, primary screen, biochemical, AlphaScreen; Serine/threonine-protein kinase ULK1 (Homo sapiens), O75385; AlphaScreen Atg13 phosphorylation by ULK1, luminescence; inhibition, % at 5.96 µM; 1.9% of 30,000 active; AID 1259251, 2017; in the data active = inhibition above about 43%;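 also: 0% = median of compound wells and 100% = no enzyme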
# Target sequence (O75385 whole entry, looked up): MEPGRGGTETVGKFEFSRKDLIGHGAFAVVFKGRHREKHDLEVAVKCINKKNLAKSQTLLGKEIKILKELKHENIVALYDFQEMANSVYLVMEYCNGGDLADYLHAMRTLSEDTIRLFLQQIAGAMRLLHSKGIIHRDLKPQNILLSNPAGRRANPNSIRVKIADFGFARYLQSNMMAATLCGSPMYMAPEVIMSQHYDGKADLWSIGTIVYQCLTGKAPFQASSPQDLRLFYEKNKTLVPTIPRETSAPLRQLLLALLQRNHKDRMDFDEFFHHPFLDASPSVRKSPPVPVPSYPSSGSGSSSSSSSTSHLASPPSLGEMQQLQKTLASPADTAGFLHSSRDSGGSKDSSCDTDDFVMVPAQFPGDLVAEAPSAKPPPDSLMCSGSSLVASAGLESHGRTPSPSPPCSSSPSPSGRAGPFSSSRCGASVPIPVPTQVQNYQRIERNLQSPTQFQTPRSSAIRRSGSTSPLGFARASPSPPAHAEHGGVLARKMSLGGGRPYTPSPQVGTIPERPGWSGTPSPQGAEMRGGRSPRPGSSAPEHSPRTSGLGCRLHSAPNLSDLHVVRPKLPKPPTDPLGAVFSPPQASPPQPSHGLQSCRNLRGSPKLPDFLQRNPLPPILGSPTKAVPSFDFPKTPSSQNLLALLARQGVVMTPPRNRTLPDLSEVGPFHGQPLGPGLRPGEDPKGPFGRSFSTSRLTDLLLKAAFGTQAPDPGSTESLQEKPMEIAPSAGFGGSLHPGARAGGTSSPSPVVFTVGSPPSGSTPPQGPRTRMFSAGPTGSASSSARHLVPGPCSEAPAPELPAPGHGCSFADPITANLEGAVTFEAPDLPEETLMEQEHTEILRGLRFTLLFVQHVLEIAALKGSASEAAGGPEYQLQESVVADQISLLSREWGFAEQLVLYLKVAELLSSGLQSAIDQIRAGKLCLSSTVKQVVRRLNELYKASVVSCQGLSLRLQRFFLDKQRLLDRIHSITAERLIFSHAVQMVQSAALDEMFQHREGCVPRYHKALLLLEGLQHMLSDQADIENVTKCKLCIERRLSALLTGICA
# The depositor's hits bear a star; . = no result given; & = joins results of further samples. Not a hit list; 2.4% or so of the library scored in one or more.
ASK1 primary,ULK1 inh,Molecule
-9,5,O=C(Cc1cn(-c2ccc(N3CCCC3CO)nn2)c2ccccc12)Nc1ccccc1 (centres undefined)
.,-5,Cc1ccccc1OCC(=O)NC(=S)NNC(=O)c1ccc([N+](=O)[O-])cc1
-8,10,COc1ccc(CCNc2nc(OC)nc(-c3ccc4c(ccn4C)c3)n2)cc1
-5,3,c1ccc(CN2CCC(Nc3nc(Nc4ncccn4)nc4c3ncn4C3CCCCC3)CC2)cc1
0,-4,Cn1c(Nc2nc(Nc3ccccc3)c3[nH]cnc3n2)nc2ccccc21
7,4,O=C(NCCO)c1cc(Cl)nc2ccccc12
5,4,Nc1nc(N2CCOCC2)nc2c1ncn2C1CCCCC1
-12,-50,Oc1ccc(CCNc2nc(-c3cccs3)nc3c2ncn3Cc2ccc(C(F)(F)F)cc2)cc1
8,-21,O=C(NCc1nc2ccccc2[nH]1)c1cccc(-c2csc3ccccc23)n1
-8,-2,CC(C)n1cnc2c(Nc3ccc(Oc4ccccc4)cc3)nc(-c3csc4ccccc34)nc21
-4,6,CCN(CC)C(=O)C1CCCN(c2cc(NCCCN3CCCC3=O)nc(N)n2)C1 (centres undefined)
-3,11,CC(=O)c1cccc(-c2ncc(C)c(N)n2)c1
-11,1,C[C@@H](N)C(=O)N1CCC(C(=O)Nc2ccc3[nH]ncc3c2)C1 (some centres undefined)
-26,52*,Cc1ncn(-c2ccc(Nc3ncc4cccc(-c5ccnn5C)c4n3)cc2)n1
.,17,CC(=O)N(CC(O)CN(C(C)=O)c1c(I)c(C(=O)NCC(O)CO)c(I)c(C(=O)NCC(O)CO)c1I)c1c(I)c(C(=O)NCC(O)CO)c(I)c(C(=O)NCC(O)CO)c1I (centres undefined)
0&2,-2&8,CCN(CC)c1nc(NCCN2CCOCC2)nc(Nc2ccc(N3CCOCC3)cc2)n1
3,19,COc1cc2nc(NC3CCN(Cc4ccccc4)CC3)nc(NCc3ccccc3)c2cc1OC
15,5,O=C1CCCN1CCCNc1nc(Nc2ccc3ncccc3c2)nc2c1ncn2C1CCCCC1
21,2,c1ccc(-n2cnc3c(Nc4ccc(N5CCOCC5)cc4)nc(Nc4ccncc4)nc32)cc1
6,15,CCCNC(=O)Cc1cn(-c2ccc(Nc3ccc(N4CCOCC4)cc3)nn2)c2ccccc12
-1,8,COc1cc(Nc2ccc(N3CCC(C(=O)NC4CCN(Cc5ccccc5)CC4)CC3)nn2)cc(OC)c1OC
-7,2,Cc1noc(C)c1-c1nc(NCc2nc3ccccc3[nH]2)c2ncn(-c3ccccc3)c2n1
.,-12,CC(C)c1ccc(N2C(=O)CC(N3CCC(C(N)=O)CC3)C2=O)cc1 (centres undefined)
.,-8,CC(C)(C)C(=O)N1CCCN(c2ccc(S(C)(=O)=O)cc2F)CC1
10,-14,CCCNc1ccnc(Nc2ccncn2)n1
-15,5,CC(=O)c1cccc(-c2nc(NCc3ccccc3)c3ncn(-c4ccsc4)c3n2)c1
-27,-10,O=C1CCCN1CCCNc1nc(N2CCCC2CO)nc2c1ncn2-c1ccccc1 (centres undefined)
-8,-7,CC(=O)c1cccc(-c2nc(NCCOc3ccccc3)c3ncn(C4CCCCC4)c3n2)c1
11,5,CCNc1ccc(N2CCC(C(=O)NCc3nc4ccccc4[nH]3)CC2)nn1
.,-11,CC(C)C(=O)NCCc1csc(-c2cccc(F)c2)n1
.,6,CCn1nc(C)c(-c2cc(C(=O)O)[nH]n2)c1C
-14,5,O=C(NC1CC1)c1cnc(NCCCN2CCCC2=O)s1
-2,-10,COCCn1c(C2COc3ccccc3O2)nc2ccc(-c3ccncc3)cc21 (centres undefined)
.,-14,NC(=O)Oc1ccc(Cc2ccccc2)cc1
-7,6,O=C(NCCOc1ccccc1)c1ccnc(NC2CCC(O)CC2)c1 (centres undefined)
15,5,O=C(Nc1ccc2[nH]ncc2c1)C1CCN(C(=O)C(O)c2ccc(Cl)cc2)CC1 (centres undefined)
-2,-7,O=C1CCCN1CCCNc1nccc(NCc2cccc(C(F)(F)F)c2)n1
-19,1,Nc1nc(NC2CC2)cc(N2CCN(c3ccccn3)CC2)n1
.,8,CCN(CC)C(=O)C1CCN(Cc2ccc(C(C)C)cc2)CC1
6,9,COc1cc2nc(Nc3cnccn3)nc(NCCO)c2cc1OC
-25,-6,CC(C)N(CCNc1cc(Nc2ccc(C(F)(F)F)cc2)ncn1)C(C)C
-3,-1,COc1cc2nc(N3CCCC3CO)nc(N)c2cc1OC (centres undefined)
1,-24,CCNc1nc(NCCc2ccc(OC)cc2)nc(N(CC)CC)n1
6,-6,NC(=O)c1ccc(/C=N/Nc2cccc(C(=O)Nc3ccc(N4CCOCC4)cc3)c2)c(F)c1
13,-1,COc1ccc(-c2nc(NCCO)c3ncn(-c4ccccc4)c3n2)cn1
2,6,CN1CCN(c2c(Cl)cccc2NC(=O)c2ccc(Br)o2)CC1
0,5,O=C(NCCOc1ccccc1)c1cncc(Nc2cccnc2)c1
.,14,Cn1c(=O)[nH]c(=O)c2c1nc(SCC(O)CCl)n2CCc1ccccc1 (centres undefined)
-2,-2,CN(C)c1cccc(Nc2cc(C(=O)NC3CCN(Cc4ccccc4)CC3)c3ccccc3n2)c1
3,5,O=C(NCc1nc2ccccc2[nH]1)c1cccc(Nc2cnccn2)n1

# Next section, starting with the last 5 of the part before.
ASK1 primary,ULK1 inh,Molecule
2,6,CN1CCN(c2c(Cl)cccc2NC(=O)c2ccc(Br)o2)CC1
0,5,O=C(NCCOc1ccccc1)c1cncc(Nc2cccnc2)c1
.,14,Cn1c(=O)[nH]c(=O)c2c1nc(SCC(O)CCl)n2CCc1ccccc1 (centres undefined)
-2,-2,CN(C)c1cccc(Nc2cc(C(=O)NC3CCN(Cc4ccccc4)CC3)c3ccccc3n2)c1
3,5,O=C(NCc1nc2ccccc2[nH]1)c1cccc(Nc2cnccn2)n1
11,24,CCN(CC)C(=O)C1CCCN(c2nc(Nc3ccccc3)c3ncn(-c4ccsc4)c3n2)C1 (centres undefined)
.,-1,CCC(=O)O[C@@H]1CC(=O)O[C@H](C)CC=CC=C[C@@H](O)[C@H](C)C[C@H](CC=O)[C@H](O[C@H]2O[C@H](C)[C@@H](O[C@H]3C[C@@](C)(O)[C@@H](OC(=O)CC)[C@H](C)O3)[C@H](N(C)C)[C@H]2O)[C@H]1OC
-8,-5,Cn1nccc1Nc1nc(C(=O)NCc2cccc(C(F)(F)F)c2)cs1
4,-8,Nc1cccc(-c2cc(Nc3ccccc3)ncn2)c1
-1,15,O=C(NCc1nc2ccccc2[nH]1)c1cnc(Nc2ccccn2)s1
3,3,CCNc1nc(NCc2ccccc2)c2cc(OC)c(OC)cc2n1
0,12,CCCNc1nc(N2CCOCC2)nc2nc[nH]c12
.,8,O=C(CCN1C(=O)/C(=C\c2ccccc2)SC1=S)Nc1ccc(O)cc1
1,9,O=C(c1ccnc(Nc2ccc3[nH]ncc3c2)c1)N1CCOCC1
3,6,O=C(Nc1ccccc1)c1ccc2nc(-c3csc4ccccc34)sc2c1
.,5,O=C(Nc1ccc2c(c1)OCO2)C1CCCCN1S(=O)(=O)c1cccs1 (centres undefined)
-6,-12,CCn1c(C(N)c2ccc(Cl)cc2)nc2cc(F)c(-c3cn[nH]c3)cc21 (centres undefined)
.,-13,CCCn1c(=O)c(C(=O)NCCCO)c(O)c2ccccc21
.,2,O=C(CN1C(=O)NC2(CCN(Cc3ccccc3)CC2)C1=O)N1CCOCC1
-20,0,CCN1CCN(c2c(Cl)cccc2NS(=O)(=O)c2ccc(C)cc2)CC1
.,-6,COC(=O)c1ccc(CN2CCN(c3cccc(S(C)(=O)=O)c3)C2=O)cc1
0,8,COc1ccc(-c2nc(NCc3cccnc3)c3ncn(CCN4CCCC4=O)c3n2)cc1
.,0,COc1ccc(CNC(=O)C(C(=O)c2ccc(F)cc2)n2ccccc2=O)cc1 (centres undefined)
.,2,CC(C)Sc1nc2c(c(=O)[nH]c(=O)n2C)n1Cc1cccc(Br)c1
3,-4,CC(C)n1cnc2c(NCc3cccc(C(F)(F)F)c3)nc(-c3ccc4c(ccn4C)c3)nc21
.,5,CC(=O)OCC(=O)[C@@]1(O)CC[C@H]2[C@@H]3C[C@H](C)C4=CC(=O)C=C[C@]4(C)[C@H]3[C@@H](O)C[C@@]21C
-6,-10,CCCNC(=O)c1ccnc(-c2csc3ccccc23)c1
.,7,O=C(c1c(F)cccc1Cl)N1CCN(c2ccc(-c3cccs3)nn2)CC1
-3,-53,FC(F)(F)c1cccc(CNc2ccnc(N3CCN(c4ccccn4)CC3)n2)c1
27,1,COc1ccc(-c2nc(C)cc(Nc3ccc(N4CCOCC4)cc3)n2)cn1

# Quoted at random: 3 compounds from above.
ASK1 primary,ULK1 inh,Molecule
.,-1,CCC(=O)O[C@@H]1CC(=O)O[C@H](C)CC=CC=C[C@@H](O)[C@H](C)C[C@H](CC=O)[C@H](O[C@H]2O[C@H](C)[C@@H](O[C@H]3C[C@@](C)(O)[C@@H](OC(=O)CC)[C@H](C)O3)[C@H](N(C)C)[C@H]2O)[C@H]1OC
-8,-5,Cn1nccc1Nc1nc(C(=O)NCc2cccc(C(F)(F)F)c2)cs1
0,8,COc1ccc(-c2nc(NCc3cccnc3)c3ncn(CCN4CCCC4=O)c3n2)cc1

# Back to the main list, repeating the four entries before the break.
ASK1 primary,ULK1 inh,Molecule
-6,-10,CCCNC(=O)c1ccnc(-c2csc3ccccc23)c1
.,7,O=C(c1c(F)cccc1Cl)N1CCN(c2ccc(-c3cccs3)nn2)CC1
-3,-53,FC(F)(F)c1cccc(CNc2ccnc(N3CCN(c4ccccn4)CC3)n2)c1
27,1,COc1ccc(-c2nc(C)cc(Nc3ccc(N4CCOCC4)cc3)n2)cn1
-4,-21,Oc1ccc(CCNc2ccnc(NCc3ccc4c(c3)OCO4)n2)cc1
.,0,CC(NC(=O)C(C(=O)c1cccc([N+](=O)[O-])c1)n1cc(Cl)ccc1=O)c1ccccc1 (centres undefined)
-6,27,COc1ccc(CCNc2nc(NCCCN3CCCC3=O)ncc2C)cc1
.,1,COc1ccc2cc(CCC(C)=O)ccc2c1
-15,4,COc1nc(NCCO)nc(-c2cccc(N)c2)n1
2,8,CCCNc1cc(N2CCN(Cc3ccc4c(c3)OCO4)CC2)nc(N)n1
.,5,N[C@@H]1CONC1=O
.,-15,CCCCCCCCCCCCCC(=O)OC(C)C
9,-4,c1ccc(CN2CCC(Nc3cc(-c4cccs4)ncn3)CC2)cc1
.,0,NNC(=O)c1ccc(Sc2ccccn2)cc1
.,8,NC(=O)C1CSSCCC(=O)NC(CCCCN=C(N)N)C(=O)NCC(=O)NC(CC(=O)O)C(=O)NC(Cc2c[nH]c3ccccc23)C(=O)N2CCCC2C(=O)N1 (centres undefined)
6,8,O=C(Cc1cn(-c2ccc(N3CCN(Cc4ccc5c(c4)OCO5)CC3)nn2)c2ccccc12)NCc1nc2ccccc2[nH]1
-5,-23,COc1ccc(-c2nc(Nc3ccc(NC(C)=O)cc3)c3ncn(-c4ccsc4)c3n2)cc1
.,-1,CCc1cnc2c(c1OC)c(=O)n(Cc1cccnc1)c(=O)n2C
14,-4,CC(C)N(CCNc1nc(N2CCC(N3CCOCC3)CC2)nc2c1ncn2Cc1ccc(C(F)(F)F)cc1)C(C)C
-11,2,Cc1ncn(-c2ccc(Nc3nccc(-c4ccc(S(C)(=O)=O)c(N5CCOCC5)c4)n3)cc2)n1
-17,-9,COc1cc(NC(=O)c2cccc(-n3cc(NC(=O)Cc4ccccc4C)cn3)c2)cc(OC)c1OC
13,10,O=C(NCc1ccccc1)c1cnc(-c2ccc3[nH]ccc3c2)s1
-15,5,COc1cc2nc(Nc3nccc4ccccc34)nc(NCCO)c2cc1OC
.,-3,COC(CNc1cc(-c2cccnc2)nc(-c2ccccn2)n1)OC
-29,-8,CC(C)N(CCNC(=O)c1ccc2nc(Nc3ccc(C(F)(F)F)cc3)sc2c1)C(C)C
-1,2,NC(=O)c1ccccc1Nc1ccnc(Oc2ccc(N3CCNCC3)cc2)c1
-18,-33,Nc1nc(Nc2ccc(Oc3ccccc3)cc2)cc(-c2ccccc2)n1
-10,-7,CC(C)n1c(N2CCCC2CO)nc2c(Nc3ccc4c(c3)OCO4)ncnc21 (centres undefined)
-3,19,CN1CCN(c2ccc(-c3cncc(C(=O)NCCc4ccc(O)cc4)c3)cc2)CC1

# Structures listed so far shown as hits in ULK1 inh.
ASK1 primary,ULK1 inh,Molecule
-26,52*,Cc1ncn(-c2ccc(Nc3ncc4cccc(-c5ccnn5C)c4n3)cc2)n1

# Next part:
ASK1 primary,ULK1 inh,Molecule
7,6,CN(C)CCOc1cc(-c2cn[nH]c2)ccc1NC(=O)[C@@H]1Cc2cc(F)ccc2CN1
-5,-1,CC(C)N(CCNC(=O)c1ccc2nc(Nc3ccc4ncccc4c3)sc2c1)C(C)C
.,-19,CC(C)C(=O)Nc1ccc([N+](=O)[O-])c(C(F)(F)F)c1
0,-11,c1ccc(N2CCN(c3nc(NCc4cccnc4)c4ncn(-c5ccsc5)c4n3)CC2)nc1
17,8,c1cncc(CNc2nc(N3CCN(Cc4ccc5c(c4)OCO5)CC3)nc3c2ncn3-c2ccsc2)c1
4,-3,O=C(NCc1ccccc1)c1csc(Nc2ccc(C(F)(F)F)cc2)n1
10,8,COC(=O)c1sc(N)nc1Nc1ccnc(Nc2ccc(N3CCOCC3)cc2)c1
-1,-3,O=C1CNc2cc(-c3ccncc3)cnc2N1
8,-9,O=C(Nc1ccc(Oc2ccccc2)cc1)c1cnc(N2CCOCC2)s1
2,41,CC(=O)c1cccc(-c2nc(NCCO)c3ncn(C(C)C)c3n2)c1
-4,5,O=C1CCCN1CCCNc1nc(Nc2nccc3ccccc23)nc2c1ncn2-c1ccccc1
10,-16,Cc1cnc(-c2ccc(C(N)=O)cc2)nc1Nc1ccc(Oc2ccccc2)cc1
-3,-2,CC(=O)Nc1ccc(Nc2nc(N3CCCC3CO)nc3c2ncn3C2CCCCC2)cc1 (centres undefined)
.,-11,NC(CC(=O)O)C(=O)O (centres undefined)

# Screens: PubChem, The Scripps Research Institute Molecular Screening Center
